# Compound activity as filed in PubChem BioAssay.
# CDK5 inh: blocks human CDK5/p35 kinase activity. 0.01% of 330,000 active. Recombinant CDK5/p35, ADP-Glo luminescence, 60 min. inhibition, % at 10 µM;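 active = highest replicate inhibition of at least 50% and at least 75% of replicates reaching 50%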;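 also: plate controls were DMSO neutral control for no effect and GW8510 at 10 µM for full effect; many of its hits are not listed in these tables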
# Target sequence (Q00535 whole entry, looked up): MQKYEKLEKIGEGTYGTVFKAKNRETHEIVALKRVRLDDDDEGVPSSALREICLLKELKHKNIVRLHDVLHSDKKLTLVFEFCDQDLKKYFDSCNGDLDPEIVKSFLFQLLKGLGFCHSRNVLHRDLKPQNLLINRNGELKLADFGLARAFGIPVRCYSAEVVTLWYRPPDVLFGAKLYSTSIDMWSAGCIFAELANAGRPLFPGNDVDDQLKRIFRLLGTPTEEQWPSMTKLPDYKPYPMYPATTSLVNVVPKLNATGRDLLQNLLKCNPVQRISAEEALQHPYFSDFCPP
# Target sequence (Q15078 whole entry, looked up): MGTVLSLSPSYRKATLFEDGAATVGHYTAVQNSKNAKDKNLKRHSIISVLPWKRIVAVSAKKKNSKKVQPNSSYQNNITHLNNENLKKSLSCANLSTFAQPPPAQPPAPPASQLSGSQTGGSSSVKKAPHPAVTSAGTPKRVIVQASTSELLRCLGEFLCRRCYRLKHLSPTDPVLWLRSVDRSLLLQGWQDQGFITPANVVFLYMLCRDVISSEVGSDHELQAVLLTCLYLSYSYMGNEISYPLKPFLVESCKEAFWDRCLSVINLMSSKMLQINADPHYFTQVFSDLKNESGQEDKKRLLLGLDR
# PKA-R1A activ: PKA-R1A complex activation. P00514+P68181. AID 504707. 0.083% of 340,000 active. activation, % at 11.4 µM. PKA-R1A dissociation, Cy5-IP20 fluorescence polarization; scaled: DMSO 0%, 113 µM cGMP 100%;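 active = percent activation above the mean of all tested compounds plus 3 SD, cut at about 19% in these data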;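 also: higher means more PKAc released from R1A so a rise in polarization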
# DSG3 Ab inh: human desmoglein-3 autoantibody binding inhibition; P32926; binding (percent of control), % at 10 µM; DSG3-coupled beads, scFv-anti-DSG3-GFP binding, flow cytometry; hits give low values; 0.48% of 310,000 active; AID 588358;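 active = binding more than 3 SD below its plate's average and above zero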;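 also: hits lower antibody fragment binding to DSG3; some compounds called inactive have numbers as strong as hits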
# PKA-R2B act: activates the human PKA-R2B holoenzyme complex; 0.079% of 340,000 active; P22694+P31323; AID 504700; PKA-R2B holoenzyme dissociation, Cy5-IP20 fluorescence polarization; R2B truncated from residue 108, S112A mutant; 0% DMSO only, 100% 113 µM cGMP; activation, % at 11.4 µM;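 active = activation above a cutoff set at the mean over all compounds plus 3 SD, cut at about 18% in these data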;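 also: higher means more holoenzyme dissociation and a rise in polarization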
# NSD2 HMT inh: inhibitors of human histone methyltransferase NSD2 | 0.54% of 310,000 active | O96028 | NSD2 peptide methylation, AlphaScreen, 120 min | inhibition, % at 12.5 µM; in the data active = inhibition above about 50%
# SUMO Mot1 rescue: inhibitors of SUMOylation pathway: yeast Mot1-301 growth rescue. S. cerevisiae Mot1-301 growth rescue, ATP luminescence, 38.5C; percent above DMSO median, 100 means doubled. growth rescue, % at 18.8 µM. 1% of 320,000 active. AID 2716;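 active = every valid replicate shows activation above 250% relative to neutral control wells; inactive = the rest, any valid replicate at or below 250%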;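 also: OY570 slx delta 5 strain wells were the positive control but not used for scaling; some compounds called inactive have numbers as strong as hits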
# Arrestin-AP2 inh: inhibitors of human beta-arrestin and AP2 interaction. 0.31% of 340,000 active. FITC-arrestin peptide / GST-AP2 beads, flow cytometry; AP2 beta2 appendage carries R879A mutation. AID 504490. inhibition, % at 10 µM;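 active = inhibition above a set limit, near 3 SD of compounds lacking own fluorescence, cut at about 54% in these data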;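 also: plate controls were DMSO wells for no effect and 5 µM unlabelled arrestin peptide for full effect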
#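 Measured by: flow cytometry, FL1 (488/535 nm); Material: AP2 appendage R879A on GSH beads; Evaluation: percent response; Timing: pre-incubation 12 min, peptide binding 1 h, room temperature; Also added: 50 nM FITC-arrestin peptide; Medium: PBS with 0.05% Tween 20 and 0.1% BSA.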
# dFosB act: enhances mouse delta FosB homodimer DNA binding; activation, % at 25 µM; purified delta FosB, TAMRA-CDK5 oligo fluorescence polarization; percent of positive-control signal above neutral wells; 0.99% of 340,000 active; AID 493131;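 active = mean activation above about 17%, with every replicate also reaching it, limit read from the data, passing the limit was not always enough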;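 also: fluorescence polarization rise as delta FosB binds a TAMRA Cdk5 AP-1 oligo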
# Target sequence (P13346 whole entry, looked up): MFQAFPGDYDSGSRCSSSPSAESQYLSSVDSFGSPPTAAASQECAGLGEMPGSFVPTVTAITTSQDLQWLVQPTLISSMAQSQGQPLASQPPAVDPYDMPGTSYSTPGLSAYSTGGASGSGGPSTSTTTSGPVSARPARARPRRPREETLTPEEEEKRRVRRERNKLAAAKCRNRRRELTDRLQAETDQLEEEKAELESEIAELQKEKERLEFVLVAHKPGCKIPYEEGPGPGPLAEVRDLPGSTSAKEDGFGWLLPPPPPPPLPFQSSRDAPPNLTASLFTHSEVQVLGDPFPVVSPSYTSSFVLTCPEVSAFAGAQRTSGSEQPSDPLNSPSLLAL
# SR-BI DiI-HDL act: activators of SR-BI mediated HDL lipid uptake. CHO ldlA[mSR-BI] cells, DiI-HDL uptake fluorescence, 3 h; 100 = double the neutral-control signal. activation, % at 12.5 µM. 0.096% of 320,000 active. AID 504775;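 active = mean replicate activation of at least 60% and every replicate at or above 60%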;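 also: 0% = median plate neutral-control signal and 100% = twice that signal; values of inactives mirror those of a sister screen read the other way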
#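 Test system: SR-BI-overexpressing, LDLR-lacking CHO cells; Also added: labelled HDL, 10 µg/mL; Measured by: bottom-read cell fluorescence after medium removal, ex 550/em 595 nm; Timing: 3 h uptake period with compound, 37 °C; Buffer or medium: F12, 0.5% BSA, 25 mM HEPES; Doses: single compound concentration, delivered by pin transfer.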
# SR-BI HDL uptake: mouse SR-BI HDL lipid transfer inhibition; Q61009; ldlA[mSR-BI] CHO cells, DiI-HDL uptake fluorescence, 3 h; inhibition, % at 12.5 µM; 0.96% of 320,000 active; AID 488896;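 active = mean replicate inhibition of at least 70% and a set share of replicates each scoring 70 or more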;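 also: 0% = median of neutral control wells and 100% = median of positive control wells; values of inactives mirror those of a sister screen read the other way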
# MITF TRPM1 HTS: increases MITF-driven TRPM1 promoter luciferase signal; SK-MEL-5 TRPM1-promoter luciferase, 24 h; % of positive control, neutral wells = 0; activation, % at 12.5 µM; 0.75% of 300,000 active; AID 588334;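 active = mean activation of at least 80% with every replicate also reaching 80%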;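 also: 0% = neutral control wells and 100% = parthenolide positive control wells; values of inactives mirror those of a sister screen read the other way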
# Starred values were filed as active, the others as inactive; . = not tested or not shown.
SMILES,CDK5 inh,PKA-R1A activ,DSG3 Ab inh,PKA-R2B act,NSD2 HMT inh,SUMO Mot1 rescue,Arrestin-AP2 inh,dFosB act,SR-BI DiI-HDL act,SR-BI HDL uptake,MITF TRPM1 HTS
NC(=O)C1CCN(C2=C(NS(=O)(=O)c3ccc(Br)cc3)C(=O)c3ccccc3C2=O)CC1,.,-1.3,96.4,-1.9,52.2*,-7.2,-8.6,-3.9,-6.8,6.8,-65.7
Cn1c(CCC(=O)Nc2cc(S(C)(=O)=O)ccc2Cl)nc2cc(S(=O)(=O)N3CCOCC3)ccc21,0.3,-0.7,101.5,7.9,24.1,-16.2,0.8,-2.8,13.0,-13.0,-8.4
Cc1cccc(C(=O)NNC(=O)c2ccccc2Br)c1,-0.9,-2.8,102.7,-4.6,0.8,38.3,25.1,-11.4,-8.0,8.0,19.4
COc1ccc(C(=O)NC(=S)NNC(=O)c2ccccc2C)cc1,0.4,-1.0,113.7,-1.9,-0.1,-16.8,2.0,-13.8,-13.0,13.0,-9.5
COc1ccc(Cn2c(=O)[nH]c3cc(OC)c(OC)cc3c2=O)cc1,-1.1,4.7,107.0,-0.9,-2.0,-3.5,14.2,-13.4,-16.2,16.2,.
C/C(CC(=O)Nc1cc(Cl)ccc1Cl)=N\NC(N)=S,1.7,-3.9,100.5,-3.2,-2.3,0.3,11.8,0.7,-57.0,57.0,-3.8
O=C(CN1CCN(S(=O)(=O)c2ccc(F)cc2)CC1)Nc1cccc(C(F)(F)F)c1,0.0,-14.7,98.2,-5.0,-1.4,-0.2,0.3,-11.9,21.6,-21.6,4.1
O=[N+]([O-])c1cnn2cc(Br)cnc12,1.9,-5.2,102.3,4.8,2.8,.,11.2,2.9,-11.0,11.0,-1.9
C=CC[C@@H](CC(=O)N(CCO)Cc1ccccc1)C(=O)N[C@H](COC(=O)[C@@H](CC=C)CC(=O)OC(C)(C)C)c1ccccc1,-2.2,-2.7,100.3,-10.5,.,-0.1,34.9,2.0,-28.4,28.4,-1.7
CS(=O)(=O)Nc1ccc(C(=O)Nc2ccc(S(=O)(=O)Nc3nccs3)cc2)cc1,-0.8,-7.6,.,-4.0,-2.2,-18.3,-15.4,2.0,1.7,-1.7,0.4
COc1ccc(Cl)cc1Nc1nc(NCCO)nc(N2CCCC2)n1,0.8,-10.9,76.2,-10.8,-2.3,-5.0,48.7,-4.3,-28.7,28.6,20.5
COc1ccccc1CCNC(=O)c1ccc2nc[nH]c2c1,2.1,3.4,107.5,-2.2,-3.0,1.1,16.8,-10.0,23.9,-23.9,2.8
N#Cc1c(-c2ccc(Br)cc2)cc(-c2cccnc2)nc1N,3.8,-1.8,94.1,-4.7,-2.3,6.3,4.0,7.1,-43.2,43.2,4.8
CCOc1ccc(NC(=O)CC2C(=O)N(C)C(=S)N2CCCc2ccccc2)cc1 (stereo not drawn),0.0,4.9,108.5,1.1,-2.6,2.3,1.3,-0.1,6.6,-6.6,3.2
CN(c1ccccc1)c1nc(N)c([N+](=O)[O-])c(NCc2ccccc2)n1,-0.1,1.9,.,-3.1,-0.1,-5.2,2.3,-11.5,-23.6,23.6,.
C=CCN1C(=O)CSC1=Nc1ccc(C(=O)O)cc1,-1.4,-4.3,93.8,-7.9,-0.7,147.1,-6.5,-2.0,17.9,-17.9,-19.4
O=c1oc2cc(OCc3ccc([N+](=O)[O-])cc3)ccc2c2c1CCCC2,0.5,-1.7,104.5,-4.8,-1.0,4.2,-5.2,0.8,-6.5,6.5,50.0
Cc1ccc(S(=O)(=O)N2CCOCC2)cc1C(=O)N1CCN(c2ncccn2)CC1,1.4,1.5,109.8,-1.0,-1.9,.,1.5,-10.0,13.8,-13.8,4.2
Cc1cccc(C(=O)Oc2coc(CSc3nnc(NC(=O)C4CC4)s3)cc2=O)c1,1.6,-4.3,108.7,-9.3,-0.1,29.5,-3.3,7.2,15.8,-15.8,3.8
CC(=O)c1cnc(N2CCCCC2)nc1C,0.7,-1.7,101.8,-8.4,-2.5,-24.3,-18.2,-0.7,28.3,-28.3,.
CC(=O)Nc1ccc2c(c1)nc(C)n2Cc1ccccc1,-1.1,-1.7,143.0,-4.9,-2.3,71.9,0.0,2.0,13.0,-13.1,.
CCCC(O)(c1ccccc1)C(c1ccccc1)c1ccccn1 (stereo not drawn),-1.4,-0.7,.,4.4,-0.7,.,-22.0,6.0,-11.7,11.7,-2.0
Nc1c(S(=O)(=O)c2cccs2)c2nc3ccccc3nc2n1/N=C/c1cccc(O)c1,2.3,4.2,.,4.3,-1.1,-0.8,8.0,4.4,9.4,-9.4,-19.5
Cc1ccnc(NC(=O)CCC(=O)N(CC(=O)NC2CCCCC2)c2cccc(C)c2C)c1,-0.8,-1.0,104.1,-7.2,3.7,-3.6,3.0,-10.4,-2.3,2.3,.
CCCCNC(=O)c1onc(CSc2cccc3ccccc23)c1C(=O)O,0.1,5.7,104.9,-6.4,.,-4.1,3.7,0.0,15.3,-15.3,4.9
CCOC(=O)C1CCN(S(=O)(=O)c2ccc(-c3ccc(=O)[nH]n3)o2)CC1,.,8.6,112.1,-1.2,-2.5,-3.7,5.7,-3.7,12.7,-12.7,0.9
CCCCN(CCCC)c1nc2ccccc2nc1C(C#N)C(=O)NCCCOC (stereo not drawn),1.0,0.7,124.0,3.3,-1.3,3.6,0.5,-13.6,17.0,-17.0,-6.1
COc1cnc(SCc2ccc(Cl)c(Cl)c2)nc1Cl,0.8,-4.0,.,-10.6,-3.2,-5.3,3.3,-2.2,-18.8,18.8,2.9
CCCCCOC(=O)c1cc(=O)[nH]c2ccccc12,-3.0,-5.6,104.0,-0.9,-0.5,164.6,0.4,-0.6,2.1,-2.1,-9.0
COc1cccc(-c2nc(-c3ccc4c(c3)-c3ccccc3S4(=O)=O)c(-c3ccccc3)[nH]2)c1OC,4.9,-6.0,96.6,-9.6,-0.4,.,5.7,8.0,-55.4,55.4,-15.6
COc1ccc(OC)c(/C=N/NC(=O)c2cnccn2)c1,-1.0,-7.0,.,-0.3,-5.0,-22.8,4.0,-8.6,8.2,-8.2,.
COC(=O)C1(C)COP(=O)(NC23CC4CC(CC(C4)C2)C3)OC1 (stereo not drawn),0.7,-0.5,96.0,-1.8,-0.3,.,13.9,2.8,-3.1,3.1,0.3
CCOc1ccc(C(=O)Nc2nnc(C3=COCCO3)o2)cc1,-0.3,-1.0,.,-6.0,1.1,-10.0,-15.7,-13.0,19.8,-19.8,9.9
Cc1ccc(-c2csc(Nc3ccc(S(N)(=O)=O)cc3)n2)o1,2.5,-7.2,101.4,1.3,7.1,-7.2,10.1,-6.4,-19.9,19.9,21.9
N#CC(C#N)=C(N)Nc1cccc(Cl)c1,1.4,-3.5,117.5,3.3,-1.4,-1.7,1.8,-4.6,1.6,-1.6,1.8
CCOC(=O)/C=C/C(=O)Nc1ccc(S(=O)(=O)Nc2nccs2)cc1,1.2,0.3,108.2,-0.5,13.2,20.1,-0.6,-1.6,-72.5,72.5*,0.1

# Part of the list above, with two lines to a compound.
# Order of values – CDK5 inh	PKA-R1A activ	DSG3 Ab inh	PKA-R2B act	NSD2 HMT inh	SUMO Mot1 rescue	Arrestin-AP2 inh	dFosB act	SR-BI DiI-HDL act	SR-BI HDL uptake	MITF TRPM1 HTS
- CCCCCOC(=O)c1cc(=O)[nH]c2ccccc12
 : -3.0	-5.6	104.0	-0.9	-0.5	164.6	0.4	-0.6	2.1	-2.1	-9.0
- COc1ccc(OC)c(/C=N/NC(=O)c2cnccn2)c1
 : -1.0	-7.0	.	-0.3	-5.0	-22.8	4.0	-8.6	8.2	-8.2	.

# Arranged by value in DSG3 Ab inh (falling): 4 from the list above.
SMILES,CDK5 inh,PKA-R1A activ,DSG3 Ab inh,PKA-R2B act,NSD2 HMT inh,SUMO Mot1 rescue,Arrestin-AP2 inh,dFosB act,SR-BI DiI-HDL act,SR-BI HDL uptake,MITF TRPM1 HTS
N#CC(C#N)=C(N)Nc1cccc(Cl)c1,1.4,-3.5,117.5,3.3,-1.4,-1.7,1.8,-4.6,1.6,-1.6,1.8
CCOC(=O)/C=C/C(=O)Nc1ccc(S(=O)(=O)Nc2nccs2)cc1,1.2,0.3,108.2,-0.5,13.2,20.1,-0.6,-1.6,-72.5,72.5*,0.1
Cc1ccc(-c2csc(Nc3ccc(S(N)(=O)=O)cc3)n2)o1,2.5,-7.2,101.4,1.3,7.1,-7.2,10.1,-6.4,-19.9,19.9,21.9
COc1cccc(-c2nc(-c3ccc4c(c3)-c3ccccc3S4(=O)=O)c(-c3ccccc3)[nH]2)c1OC,4.9,-6.0,96.6,-9.6,-0.4,.,5.7,8.0,-55.4,55.4,-15.6

# More records follow.
SMILES,CDK5 inh,PKA-R1A activ,DSG3 Ab inh,PKA-R2B act,NSD2 HMT inh,SUMO Mot1 rescue,Arrestin-AP2 inh,dFosB act,SR-BI DiI-HDL act,SR-BI HDL uptake,MITF TRPM1 HTS
O=C(/C=C/c1ccccc1)NNC(=O)C1CC1,-2.0,-2.6,99.4,-5.5,-0.8,-13.6,5.4,-2.0,22.0,-22.1,-1.7
CCN(C[C@H]1N[C@@](CC)(C(=O)OC)[C@H]2C(=O)N(C)C(=O)[C@@H]12)C(=O)Nc1ccc(C(F)(F)F)cc1,-2.5,2.5,93.0,10.7,.,2.3,-1.3,2.7,-1.9,1.9,6.0
CC(NC(=O)c1ccccc1)c1nnc(SCC(=O)NC2=NCCS2)n1C (stereo not drawn),0.0,-11.5,.,1.6,-7.3,0.0,-12.2,-0.9,.,.,6.8
COCCCn1c(SCC(=O)NC(C)(C)C)nnc1-c1ccccc1,-0.1,-4.8,96.7,-0.3,1.4,-23.2,6.2,-7.3,3.9,-3.9,-13.4
Cc1oc(-c2ccc(-c3ccccc3)cc2)nc1CN(C)C1CCOC1 (stereo not drawn),-0.7,8.0,101.2,-5.1,.,191.5,-2.5,-12.6,-53.1,53.1,46.8
COCCNC(=O)Cc1c(C)c2c(cc(C)c3c(C)coc32)oc1=O,1.6,0.6,103.3,-3.3,50.8*,-4.3,-4.4,-5.4,.,.,3.4

# This is a random part of the collection; about 4.7% have a hit in one of these screens.
